Bioassay records: PubChem BioAssay, several laboratories
HTR5A inv ctr: counter-screen for OPRM1-OPRD1 inverse agonists: human HTR5A inverse agonism; P47898; HTR5A cell line, luminescence; inhibition, % at 9.3 µM; actives 0.083% (n = 340,000); in the data active = inhibition mostly above about 23%, no sharp cut-off; inactive = mostly below about 18%;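 note: 0% = cells with DMSO and 100% = no-cell wells with DMSO; some compounds called inactive have numbers as strong as hits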
V-ATPase pH: alters yeast V-ATPase proton transport; actives 0.37% (n = 350,000); S. cerevisiae, pHLuorin cytosolic pH fluorescence; response, % at 10 µM; in the data active = response mostly above about 7.3%, no sharp cut-off; inactive = mostly below about 5.4%; note: actives read high; inactives centre near 0; some compounds called inactive have numbers as strong as hits; reference of the scale not given here
SR-BI DiI inh: inhibitors of mouse SR-BI mediated HDL lipid uptake. Q61009. ldlA[mSR-BI] CHO cells, DiI-HDL uptake fluorescence, 3 h. inhibition, % at 12.5 µM. actives 0.96% (n = 320,000);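 active = mean replicate inhibition of at least 70% and a set share of replicates each scoring 70 or more; inconclusive = meets just one of the two criteria; inactive = fails both criteria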;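 note: 0% = median of neutral control wells and 100% = median of positive control wells; values of inactives mirror those of a sister screen read the other way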
NSD2 HMT inh: inhibitors of human histone methyltransferase NSD2; inhibition, % at 12.5 µM; AID 743445; actives 0.54% (n = 310,000); NSD2 peptide methylation, AlphaScreen, 120 min; O96028; in the data active = inhibition above about 50%
Target sequence (O96028 whole entry, looked up): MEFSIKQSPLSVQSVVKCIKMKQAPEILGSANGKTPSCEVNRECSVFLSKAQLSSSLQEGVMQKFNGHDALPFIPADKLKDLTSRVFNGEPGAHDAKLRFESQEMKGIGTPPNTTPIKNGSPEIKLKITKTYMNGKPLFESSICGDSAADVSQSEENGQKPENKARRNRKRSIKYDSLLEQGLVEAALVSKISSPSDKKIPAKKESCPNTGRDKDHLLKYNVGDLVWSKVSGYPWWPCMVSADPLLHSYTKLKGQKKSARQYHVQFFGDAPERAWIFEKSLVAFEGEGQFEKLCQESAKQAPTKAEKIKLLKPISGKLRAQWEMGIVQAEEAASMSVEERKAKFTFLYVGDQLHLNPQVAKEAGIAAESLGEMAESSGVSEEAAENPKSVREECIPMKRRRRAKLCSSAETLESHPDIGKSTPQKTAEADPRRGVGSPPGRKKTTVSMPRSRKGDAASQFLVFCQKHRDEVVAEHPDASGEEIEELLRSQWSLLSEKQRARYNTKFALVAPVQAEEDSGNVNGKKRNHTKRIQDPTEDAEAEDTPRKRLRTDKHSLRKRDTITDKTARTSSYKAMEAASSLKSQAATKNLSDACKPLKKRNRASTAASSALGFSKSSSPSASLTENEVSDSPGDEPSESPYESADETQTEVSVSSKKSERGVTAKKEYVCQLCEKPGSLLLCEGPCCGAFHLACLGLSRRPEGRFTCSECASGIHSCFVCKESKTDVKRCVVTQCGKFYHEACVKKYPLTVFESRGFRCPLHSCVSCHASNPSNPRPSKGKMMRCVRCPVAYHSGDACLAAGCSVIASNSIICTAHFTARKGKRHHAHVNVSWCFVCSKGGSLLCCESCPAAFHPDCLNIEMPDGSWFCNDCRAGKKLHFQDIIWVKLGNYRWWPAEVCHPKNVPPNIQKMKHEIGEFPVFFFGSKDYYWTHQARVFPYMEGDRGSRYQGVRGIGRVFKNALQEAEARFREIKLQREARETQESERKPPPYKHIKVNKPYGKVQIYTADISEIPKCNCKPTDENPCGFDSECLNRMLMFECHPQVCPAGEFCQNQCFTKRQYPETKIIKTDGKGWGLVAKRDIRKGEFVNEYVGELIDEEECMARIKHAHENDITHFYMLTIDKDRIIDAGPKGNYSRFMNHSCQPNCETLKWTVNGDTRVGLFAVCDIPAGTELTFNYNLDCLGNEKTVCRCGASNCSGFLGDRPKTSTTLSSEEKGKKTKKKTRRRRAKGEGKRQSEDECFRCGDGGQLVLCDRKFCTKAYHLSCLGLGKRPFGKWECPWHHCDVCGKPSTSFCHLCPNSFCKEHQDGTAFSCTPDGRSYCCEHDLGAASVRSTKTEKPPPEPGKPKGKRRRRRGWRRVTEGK
dFosB act: enhances mouse delta FosB homodimer DNA binding | AID 493131 | activation, % at 25 µM | purified delta FosB, TAMRA-CDK5 oligo fluorescence polarization; percent of positive-control signal above neutral wells | P13346 | actives 0.99% (n = 340,000);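 active = mean activation above about 17%, with every replicate also reaching it, limit read from the data, passing the limit was not always enough; inconclusive = only one of the two conditions met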;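 note: fluorescence polarization rise as delta FosB binds a TAMRA Cdk5 AP-1 oligo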
HTR5A ag ctr: counter-screen for OPRM1-OPRD1 agonists: human HTR5A agonism; activation, % at 9.3 µM; actives 0.61% (n = 340,000); P47898; AID 504692; HTR5A agonist assay, luminescence, cell-based; in the data active = activation mostly above about 9.5%, no sharp cut-off; inactive = mostly below about 7.6%;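 note: 0% = cells with vehicle only and 100% = reference agonist; strong numbers were not always called active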
Wnt act: activators of Wnt/beta-catenin signaling; Wnt/beta-catenin reporter cell assay, activator, plate reader; activation, % at 9.35 µM; actives 1.2% (n = 300,000); AID 743398; in the data active = activation above about 30%, passing the limit was not always enough; inconclusive = no clear call, values can overlap the other calls;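 note: 0% = neutral control wells and 100% = positive control wells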
CDK5 inh: inhibitors of human CDK5/p35 kinase | Q00535+Q15078 | Recombinant CDK5/p35, ADP-Glo luminescence, 60 min | inhibition, % at 10 µM | actives 0.01% (n = 330,000);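 active = highest replicate inhibition of at least 50% and at least 75% of replicates reaching 50%; inconclusive = only one of the two criteria met; inactive = both criteria failed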;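 note: plate controls were DMSO neutral control for no effect and GW8510 at 10 µM for full effect; many of its hits are not listed in these tables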
PvdQ inh: P. aeruginosa PvdQ acylase inhibition. purified PvdQ acylase, fluorescence plate reader. actives 0.063% (n = 340,000). inhibition, % at 10 µM; in the data active = inhibition above about 30%, passing the limit was not always enough; inconclusive = no clear call, values can overlap the other calls;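 note: 0% = vehicle neutral wells and 100% = reference inhibitor wells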
MITF TRPM1 HTS: MITF TRPM1 promoter activation in melanoma cells. SK-MEL-5 TRPM1-promoter luciferase, 24 h; % of positive control, neutral wells = 0. activation, % at 12.5 µM. actives 0.75% (n = 300,000). AID 588334;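 active = mean activation of at least 80% with every replicate also reaching 80%; inconclusive = mean reaches 80% but some replicate falls short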;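 note: 0% = neutral control wells and 100% = parthenolide positive control wells; values of inactives mirror those of a sister screen read the other way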
* hit, by the source's call; ? = inconclusive; nt = no result given. Random draw from the library. About 5% of those tested had a hit in this group.

SMILES	HTR5A inv ctr	V-ATPase pH	SR-BI DiI inh	NSD2 HMT inh	dFosB act	HTR5A ag ctr	Wnt act	CDK5 inh	PvdQ inh	MITF TRPM1 HTS
CCCCC1=CC2=CC(=O)C(C)(OC(=O)CCc3ccccc3)C(=O)C2=CO1 (centres undefined)	-31	-1	-10	nt	-5	11	-6	1.6	-8	-1
CN(C)C(=O)CCC(=O)N(C)CC1CCCN(CCc2ccc(F)cc2)C1 (centres undefined)	5	-2	-19	-1	5	-1	2	0.6	-12	-3
CCn1c(=O)n(CC(=O)N2CC(C)CC(C)C2)c(=O)c2ccccc21 (centres undefined)	-15	5	15	-1	-4	3	nt	1.0	0	-4
CC(=O)c1ccc(NS(=O)(=O)Cc2ccccc2)cc1	-9	1	-11	-1	-8	1	nt	-1.9	-5	-2
O=C(N[C@@H]1C/C=C\C[C@@H](CC(=O)N(CCO)Cc2ccccc2)C(=O)N[C@H](Cc2ccccc2)COC1=O)OCC1c2ccccc2-c2ccccc21	-1	-1	17	nt	-7	2	-4	0.7	-7	-1
COc1ccccc1C(=O)NCCC(=O)NNC(=O)C1COc2ccccc2O1 (centres undefined)	-14	4	-33	-2	0	-3	-3	-0.5	-9	-2
CCCc1cc(=O)[nH]c(SCC(=O)Nc2cc3c(cc2C(C)=O)OCO3)n1	-3	2	-19	4	-7	-1	nt	-1.0	-8	-9
COc1cccc(C(=O)NCC(=O)OCC(=O)NC2CCCCC2)c1	-13	-2	-8	0	-1	4	-1	-0.7	11	3
O=C(NC1CC1)C1CCN(Cc2cnn(-c3ccccc3)c2-n2cccc2)CC1	-7	7	2	1	-5	0	-5	0.3	-5	nt
O=C(COC(=O)CCCNC(=O)c1ccc(Cl)cc1)NCc1ccccc1Cl	-10	-3	-5	1	-5	1	0	-7.4	-4	-2
C/C(=N/NC(=O)CNC(=O)C1COc2ccccc2O1)c1ccc([N+](=O)[O-])cc1 (centres undefined)	-16	-4	28	7	-8	-3	0	-1.6	-7	-3
CC1(C)Cc2c(sc(NC(=O)C(=O)N3CCCC3)c2C(=O)O)CO1	-5	0	-9	-3	0	1	0	0.6	-3	5
C=CCNC(=S)NCc1ccc(CNC(=S)NCC=C)cc1	2	-4	-19	1	-8	-1	-2	2.2	-1	11
O=C(NC1CCCc2ccccc21)c1ccccc1Br (centres undefined)	-5	-2	4	-1	4	4	-2	-0.2	-2	6
O=C(O)CNC(=O)/C(=C\c1ccc2c(c1)OCO2)NC(=O)c1ccc(Br)cc1	nt	0	-3	-1	-4	nt	0	-0.8	6	-3
O=C(COc1ccc(Cl)cc1Br)Nc1ccccc1N1CCCC1	-7	2	48	nt	-8	6	10	-3.1	-11	20
NC(=O)c1nn(Cc2ccccc2)c(=O)c2ccccc12	16	-5	nt	-1	-9	-5	0	-2.5	-6	-1
c1ccc(CCn2c(C3CC3)nc3ccccc32)cc1	0	-5	21	-2	1	-2	-3	-1.1	0	15
COc1ccccc1-c1ccc(SCc2ccc([N+](=O)[O-])cc2)nn1	2	3	44	-3	-5	-1	-1	1.3	-12	13
Cc1cccn2c(=O)c3cc(C(=O)N4CCN(Cc5ccccc5)CC4)sc3nc12	12	-2	7	nt	-18	-4	-2	2.4	-16	-9

Record cards (already shown).
C/C(=N/NC(=O)CNC(=O)C1COc2ccccc2O1)c1ccc([N+](=O)[O-])cc1 (centres undefined) reads HTR5A inv ctr = -16; V-ATPase pH = -4; SR-BI DiI inh = 28; NSD2 HMT inh = 7; dFosB act = -8; HTR5A ag ctr = -3; Wnt act = 0; CDK5 inh = -1.6; PvdQ inh = -7; MITF TRPM1 HTS = -3
O=C(NC1CC1)C1CCN(Cc2cnn(-c3ccccc3)c2-n2cccc2)CC1 reads HTR5A inv ctr = -7; V-ATPase pH = 7; SR-BI DiI inh = 2; NSD2 HMT inh = 1; dFosB act = -5; HTR5A ag ctr = 0; Wnt act = -5; CDK5 inh = 0.3; PvdQ inh = -5; MITF TRPM1 HTS = nt

Further compounds follow:
SMILES	HTR5A inv ctr	V-ATPase pH	SR-BI DiI inh	NSD2 HMT inh	dFosB act	HTR5A ag ctr	Wnt act	CDK5 inh	PvdQ inh	MITF TRPM1 HTS
Cc1ccc(NC(=O)CCN2C(=O)NC(C)(C)C2=O)cc1F	8	2	-19	1	-12	2	-2	1.7	-14	-4
Cc1ccc(-c2csc(N(C)C(=O)c3c(C)nn(-c4ccccc4)c3Cl)n2)cc1	-10	-1	-163	nt	-6	0	-3	1.3	-10	-6
O=C(NCCN1CCNC1=O)C1CCC(=O)N(Cc2ccccc2F)C1 (centres undefined)	-14	-1	-14	-1	2	3	-1	0.0	-9	-3
Cc1ccccc1NC(=O)C1COc2ccccc2O1 (centres undefined)	4	1	-5	-1	6	-1	7	1.6	-17	5
COc1ccc(CCNC(=O)c2c(O)c3ccccc3n(C)c2=O)cc1	12	1	3	-1	-16	-4	-2	-0.9	-9	nt
Cc1cccc2cc(CN(Cc3cccs3)C(=S)NCC3CCCO3)c(=O)[nH]c12 (centres undefined)	5	-3	-8	-2	-9	0	-2	-3.1	-11	16
O=C1CCCN1c1ccc(S(=O)(=O)NCc2ccco2)cc1	-12	2	-12	-1	8	2	nt	-0.2	-7	4
CCCn1c(SCC(=O)NCc2ccccc2)n[nH]c1=O	8	-1	-8	0	2	-3	2	-1.2	-16	5
CCOC(=O)C1(Cc2ccccc2C)CCCN(C(=O)c2ccc3nccnc3c2)C1 (centres undefined)	-5	-2	-12	1	-5	2	2	-1.4	0	3
Cn1c(CN2CCCC2)nc2cc(NC(=O)c3ccco3)ccc21	-27	-2	-2	-2	4	7	nt	1.6	-8	37
Cc1ccc(NC(=O)N(CCCN2CCOCC2)Cc2cc3cc4c(cc3[nH]c2=O)OCO4)cc1	15	-3	6	1	-4	3	nt	-2.2	-12	13
O=C(c1cc(-c2ccccc2)nc2ccccc12)N1CCN(c2ccccn2)CC1	2	-3	29	nt	-1	11	nt	-1.1	3	15
COc1ccccc1C(=O)Nc1sc(C(=O)N2CCCC2)c(C)c1C#N	-2	-4	-11	-5	-1	2	-1	-1.9	-10	9
Cc1nc2ccc(S(=O)(=O)NC(C(=O)N3CCn4c3nc3ccccc34)C(C)C)cc2s1 (centres undefined)	nt	0	-25	nt	-9	nt	-2	-0.1	-10	13
Cc1noc(/C=C/c2ccco2)c1S(=O)(=O)N1CCC(C(=O)N(C)Cc2ccccc2)CC1	-13	0	6	25	-11	-5	nt	-2.7	-2	nt
O=C(CSc1nnc(CNC(=O)C23CC4CC(CC(C4)C2)C3)n1-c1ccccc1)Nc1ccc(F)cc1	-7	-3	19	-2	-6	3	nt	1.3	5	-4
Cc1sc2ncn(CC(=O)NCCCC(=O)NCc3ccc(F)cc3)c(=O)c2c1C	-32	-4	3	-5	4	12	-2	-0.1	2	1
O=C(Nc1ccccc1C(=O)NCCc1ccccc1)c1ccco1	1	1	2	-2	-20	3	nt	1.1	-13	10
Cc1ccc(CNC(=O)CCc2nc3ccccc3c(=O)[nH]2)cc1	-17	-5	-9	nt	3	6	-4	0.1	-6	-5
COc1cc2c(cc1OC)C1(Nc3c-2c(C)nn3-c2ccccc2)C(=O)Nc2ccccc21 (centres undefined)	0	4	37	-2	-6	-2	nt	-0.4	-7	-5
FC(F)(F)c1cc(-c2ccccc2)nc(N2CCCCC2)n1	-20	-4	42	-1	3	0	-1	0.5	-1	5
Oc1ccc(-c2csc(Nc3ccccn3)n2)c(O)c1	-12	-2	52	12	-11	3	13	1.0	12	nt
O=C(CC(C(=O)NCc1ccccc1)c1nc2ccccc2c(=O)[nH]1)NCc1ccccc1 (centres undefined)	26	5	-12	nt	?	-1	1	1.8	9	3
CN(C(=O)CSc1ccc2c(c1)OCCO2)c1ccccc1	10	4	-17	-1	-1	2	27	-0.4	-8	76
Cc1cc(C)c(S(=O)(=O)Nc2ccc(Cl)cn2)c(C)c1	-1	3	-6	-3	-6	0	1	0.2	3	-9
COc1ccccc1NC(=O)c1cc(-c2cc(OC)c(OC)c(OC)c2)nc2ccccc12	-3	0	55	-3	8	1	8	-0.1	3	-7
COc1ccccc1OCC(O)CN1CCOCC1 (centres undefined)	9	0	-25	-2	-1	-2	2	2.2	-17	nt
COc1cccc(N(CC(=O)Nc2ccc3c(c2)OCO3)S(=O)(=O)c2ccccc2)c1	2	0	6	0	-3	-6	nt	0.8	-7	nt
CC(=O)NC(Cc1ccccc1)C(=O)NC1CCN(C(=O)c2ccc([N+](=O)[O-])cc2)CC1 (centres undefined)	6	-1	5	-4	0	-2	-7	-1.6	-4	11
CC(Sc1nc2ncc(Cl)cc2[nH]1)C(=O)NC1(C#N)CCCCC1 (centres undefined)	12	-2	-18	-1	-6	-5	-1	0.3	9	7
CCc1ccc(-c2nn[nH]n2)cc1	-9	3	-2	-1	-6	0	nt	1.3	-16	8
c1ccc2c(c1)ncn2CCOCCOCCn1cnc2ccccc21	29	nt	-6	1	-5	-2	nt	-0.4	-3	-13

Reprinted at random: 2 compounds from above
SMILES	HTR5A inv ctr	V-ATPase pH	SR-BI DiI inh	NSD2 HMT inh	dFosB act	HTR5A ag ctr	Wnt act	CDK5 inh	PvdQ inh	MITF TRPM1 HTS
CN(C(=O)CSc1ccc2c(c1)OCCO2)c1ccccc1	10	4	-17	-1	-1	2	27	-0.4	-8	76
COc1ccccc1OCC(O)CN1CCOCC1 (centres undefined)	9	0	-25	-2	-1	-2	2	2.2	-17	nt

4 of the entries above in order of their number in PvdQ inh, falling:
| structure | PvdQ inh |
| --- | --- |
| O=C(CC(C(=O)NCc1ccccc1)c1nc2ccccc2c(=O)[nH]1)NCc1ccccc1 (centres undefined) | 9 |
| COc1ccccc1NC(=O)c1cc(-c2cc(OC)c(OC)c(OC)c2)nc2ccccc12 | 3 |
| c1ccc2c(c1)ncn2CCOCCOCCn1cnc2ccccc21 | -3 |
| COc1cccc(N(CC(=O)Nc2ccc3c(c2)OCO3)S(=O)(=O)c2ccccc2)c1 | -7 |
